GSIS activator = primary screen for activators of insulin secretion dependent on glucose, INS-1E cells, GLuc reporter luminescence. INS-1E GLuc reporter insulin secretion, 2-3 h. activation, % at 16.6 µM. 0.61% of 370,000 active;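 active = lowest replicate activation of at least 40%, so every replicate reaches that level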;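 also: 0% = median of neutral control wells and 100% = median of IBMX positive control wells; some compounds called inactive have numbers as strong as hits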
PAX8 inh HTS = inhibitors of PAX8 transcriptional activity in RMG-I cells | AID 652154 | inhibition, % at 12.6 µM | RMG-I TPO-luciferase reporter, SteadyGlo, 24 h | 1.2% of 360,000 active;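 active = mean replicate inhibition at least 60% with every replicate also reaching 60%; inconclusive = only one of the two criteria is met; inactive = mean below 60% and not all replicates reaching 60%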;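 also: luciferase light reporting Pax8 driven TPO promoter activity; plate controls were median of neutral control wells for no effect and mitoxantrone controls for full effect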
ARNT-TACC3 inh = disrupts binding between human ARNT and TACC3; Q9Y6A5; AlphaScreen His-ARNT PAS-B/GST-TACC3 binding, luminescence; TACC3 fragment carries E629A point mutation; inhibition, % at 9.99 µM; 0.66% of 390,000 active;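 active = mean inhibition of replicates at least 50% and at least half of replicates each reaching 50%; inconclusive = half or more replicates reach 50% but mean below 50%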;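 also: 0% = complete ARNT plus TACC3 wells and 100% = ARNT alone without TACC3; many hits fall short of the cut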
Cneo AK release = Cryptococcus neoformans lysis via adenylate kinase release. C. neoformans lysis, adenylate kinase release luminescence, 4 h; normalised: neutral wells 0, clomiphene wells 100. lysis activity, % at 15 µM. 0.2% of 360,000 active;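 active = mean lysis activity across replicates of at least 80%, whatever share of replicates individually reach that level; inactive = mean lysis activity below 80%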
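Schedule: static 4 h at 37 °C with compound, 1 h detection; system: C. neoformans cells; benchmarks: Clomiphene as positive control; buffer or medium: fresh YPD medium; measure: luminescence rise reflecting yeast cell lysis; measured by: luminescent adenylate kinase detection reagent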
PGC1a acetyl inh = PGC1a acetylation modulation, inhibitor mode; U2OS PGC1a acetylation, AlphaScreen anti-acetyl-lysine; with virally co-expressed GCN5 acetyltransferase; inhibition, % at 15.6 µM; 0.17% of 350,000 active;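 active = every replicate shows inhibition of at least 40%; inconclusive = mean inhibition at least 40% but some replicate below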;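 also: 0% = neutral control wells and 100% = positive control wells; some results beyond the cut were filed as inactive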
Statin myotox sup = suppressors of simvastatin-induced myotoxicity in C2C12 myotubes; 0.78% of 330,000 active; rescue of ATP level, % at 7.49 µM; ATP luminescence, 48 h; scaled: DMSO 0, geranylgeraniol control 100;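 active = mean ATP rescue above about 67%, or every replicate alone reaching that limit, limit read from the data, passing the limit was not always enough; inconclusive = no clear call, values can overlap the other calls; inactive = mean under the limit and some replicate under it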;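 also: myotubes were challenged with 10 µM simvastatin during compound exposure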
LGR2 inh = Drosophila LGR2 receptor signaling inhibition; HEK293 LGR2, CRE-luciferase, bursicon-stimulated, 4 h; inhibition, % at 9.99 µM; 0.35% of 380,000 active; AID 720647;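 active = drop in luminescence signal, shown as inhibition above about 50% in the replicate tests, limit read from the data, passing the limit was not always enough; inconclusive = probably only some replicates passing the limit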;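 also: agonist challenge used bursicon conditioned medium at about half maximal strength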
PglD inh = PglD (C. jejuni) enzyme inhibition. purified PglD enzyme, DTNB colorimetric CoA detection. inhibition, % at 12.5 µM. 0.098% of 360,000 active; in the data active = inhibition above about 16%, passing the limit was not always enough; inconclusive = no clear call, values can overlap the other calls; also: strong numbers were not always called active
* marks the source's active call; other numbers are inactive results; u = inconclusive; x = not tested or not shown. Only part of the results is shown; the hit share may differ from the screen's.

Below each compound: GSIS activator	PAX8 inh HTS	ARNT-TACC3 inh	Cneo AK release	PGC1a acetyl inh	Statin myotox sup	LGR2 inh	PglD inh
1: CCOC(=O)C(O)(c1ccc(NC(=O)Oc2ccccc2)cc1)C(F)(F)F (configuration not stated)
    -29.6	3.9	-7.7	0.1	6.3	15.7	0.2	-2.1
2: COc1ccccc1OCC#CCN1CCCC1
    -11.5	1.7	-10.3	-2.0	x	-1.3	x	0.8
3: NC(Cc1nc2ccccc2[nH]1)c1ccc(Cl)cc1 (configuration not stated)
    -5.3	-187.5	7.7	-22.0	-7.4	x	16.3	1.4
4: O=P(O)(O)Cc1ccccc1OP(=O)(c1ccccc1)c1ccccc1
    29.3	x	-6.6	-0.1	-6.2	-4.5	-3.8	-2.3
5: O=C1NCN(c2ccccc2)C12CCN(C(c1ccccc1OC(F)(F)F)c1nnnn1C1CCCC1)CC2 (configuration not stated)
    x	-24.3	x	-19.5	-15.8	-2.1	23.2	6.1
6: Cc1cc(OC(=O)N(C)C)nc(-c2ccc(C)c(Cl)c2)n1
    x	15.1	-9.6	1.1	5.1	1.5	x	0.6
7: CCOC(=O)C(O)(c1ccc(NC(=O)NC)cc1)C(F)(F)F (configuration not stated)
    x	4.0	x	4.5	5.9	x	x	7.1
8: CN(CCc1nnc(N)s1)[N+](=O)[O-]
    -12.5	-5.9	1.8	x	-7.0	x	-0.6	x
9: Clc1ccc2c(N3CCNCC3)ccnc2c1
    x	-13.5	-0.5	x	6.5	-1.5	x	x
10: CNC(=O)O/N=C(\N)Cc1csc2ccccc12
    14.8	16.0	-5.3	x	x	x	3.3	x
11: Cc1ccc2c(c1)CCCN2N=O
    -7.3	5.1	-3.6	0.0	-3.5	x	-2.0	0.8
12: COc1ccc(C(=O)c2nc3ccccc3n2C(C)C)cc1OC
    14.5	16.5	14.0	0.9	x	14.2	2.2	4.3
13: CCOc1cc(C(=O)N2CCC3(CC2)OCCO3)cc(OCC)c1OCC
    5.3	x	-10.6	2.3	-25.6	3.8	-3.7	x
14: O=C(CN1CCCC1=O)Nc1ccccc1
    x	x	-3.2	-1.2	1.5	3.8	x	1.8
15: CC(C)c1ccc(OCC(=O)N2CCCN(C)CC2)cc1
    -23.5	-25.3	-24.5	-0.6	3.2	x	17.7	-0.6
16: C[C@H]1CC[C@@H]2[C@@H](C)[C@H]3[C@H](C[C@H]4[C@@H]5CC=C6C[C@@H](O[C@@H]7O[C@H](CO)[C@H](O)[C@H](O[C@@H]8O[C@H](CO)[C@@H](O)[C@H](O)[C@H]8O)[C@H]7O[C@@H]7O[C@@H](C)[C@H](O)[C@@H](O)[C@H]7O)CC[C@]6(C)[C@H]5CC[C@]34C)N2C1
    49.5*	x	-12.0	-0.6	35.5	-48.3	-7.4	-0.4
17: C[C@]12CC[C@H](O)CC1=CCC1C2CC[C@]2(C)C(=O)[C@H](Br)CC12 (some centres not stated)
    -8.7	17.8	0.9	x	x	x	-9.1	x
18: CC1CC(OC(=O)c2ccccc2)(c2ccccc2)C(C)CN1C (configuration not stated)
    13.4	4.2	0.6	x	x	x	15.0	x
19: COC(=O)C1=C(c2cc3ccccc3s2)C[C@@H]2CC[C@H]1N2C(=O)NCc1ccc(F)cc1
    -11.8	23.2	x	3.0	x	5.0	21.7	1.4
20: Cc1cc(OC(=O)c2cccs2)c2c3c(c(=O)oc2c1)CCCC3
    -3.2	-5.4	-11.4	x	-5.5	-18.5	-9.5	x
21: N#Cc1cccc(-c2ccc([C@H]3[C@H](CO)N4CCCCN(C(=O)Cc5ccncc5)C[C@@H]34)cc2)c1
    9.2	-0.3	2.5	-1.7	-6.6	x	-8.1	-1.7
22: N#CC1=C(N)Oc2c(c(=O)sc3ccccc23)C1c1cccnc1 (configuration not stated)
    10.0	-4.6	10.0	-0.1	-0.7	-29.7	1.3	1.1
23: CCN(CC)C(=O)c1ccc(NC(=O)c2cc(-n3cnnc3)ccc2Cl)cc1
    x	-4.2	-6.1	1.4	1.6	0.2	x	0.8
24: CCc1ccc(CN2CCCC(C(=O)c3sccc3C)C2)o1 (configuration not stated)
    -1.3	11.4	1.3	x	x	-0.8	-27.6	x
25: CN1CC=C2C(C#N)=C(N)C(C#N)(C#N)C(c3ccncc3)C2C1 (configuration not stated)
    x	x	6.0	0.7	12.9	3.0	x	-0.8
26: O=c1[nH]c(=S)n(CCC2=CCCCC2)c(O)c1C=NCCCn1ccnc1
    x	6.7	15.7	-2.2	-0.1	-1.9	x	1.3
27: CN1C2CCC1C(COC(=O)c1ccccc1)C(O)C2 (configuration not stated)
    -0.5	-52.8	1.4	0.2	x	8.6	-1.9	x
28: COc1cc(O)c(C(=O)O)c(-c2cc(O)c(O)cc2C)c1
    5.6	x	2.3	6.6	9.1	-5.1	x	4.2
29: Brc1ccc(Oc2ccc(Br)cc2Br)c(Br)c1
    -7.1	x	x	0.1	7.9	-6.1	12.2	-3.5
30: Brc1ccc2[nH]cc(C=NN3CCCCCC3)c2c1
    x	x	-0.9	-0.7	0.4	-7.4	-12.8	-4.1
31: CCCCCSc1cc(OC)c(CCNC)cc1OC
    x	x	8.0	-2.2	9.6	-44.6	x	-1.0
32: N[C@@H](Cc1c[nH]c2ccccc12)c1nnc(SCc2ccc(Cl)cc2)o1
    -19.0	25.1	x	0.4	4.6	-7.6	x	-5.5
33: CC1OC(C[N+](C)(C)C)CC1O (configuration not stated)
    x	-14.3	-3.7	1.7	5.1	6.1	0.6	-0.4
34: O=C1NC(=O)C(Cc2cccs2)C(=O)N1
    x	9.2	-1.2	-1.2	6.6	-8.3	x	2.1
35: Cc1ccc2cccc(OC(=O)N(C)c3ccccc3)c2n1
    x	x	-4.2	1.6	-15.0	x	x	-0.2
36: O=NN1CCCCC1
    17.1	x	x	2.9	-1.8	-3.9	18.7	0.3
37: CCC1(CC)C(=O)C=CNC1=O
    x	13.8	-2.8	-1.2	u	-1.3	-3.2	-1.0
38: CN1CCN(c2ccc3nccnc3c2)CC1
    6.1	8.3	-2.8	x	1.7	x	-4.4	x
39: COc1cc2c(cc1OC)CC[N+](C)=C2
    3.0	x	-14.3	1.4	0.7	2.8	2.1	-0.1
40: Cc1oc(-c2cccs2)nc1CSCC(=O)N1CCC2(CC1)OCCO2
    x	-12.5	0.0	-0.3	-10.2	0.5	x	-8.9
41: CCN1CCN(c2ccc([N+](=O)[O-])cc2C=C2C(=O)NC(=O)NC2=O)CC1
    2.6	9.1	-3.9	2.2	2.3	13.3	2.8	-1.5
42: COc1ccc(-c2ccc(OC)c(OC)c2OC)cc1
    x	2.3	12.6	-0.1	-24.5	-22.9	-68.1	-6.0
43: N#Cc1cccc(-c2ccc([C@@H]3[C@@H](CO)N4CCCCN(C(=O)Cc5ccncc5)C[C@@H]34)cc2)c1
    8.0	2.4	-1.7	-2.2	8.9	x	0.9	5.7
44: C[C@@H]1O[C@@H](O[C@@H]2C=C3CC[C@@H]4C(CC[C@]5(C)[C@@H](c6ccc(=O)oc6)CC[C@]45O)[C@@]3(C)CC2)[C@H](O)[C@H](O)[C@H]1O (some centres not stated)
    -10.4	108.4*	-6.6	3.5	67.0*	8.9	86.0*	8.2
45: CCOP(=O)(Cc1ccc(C(=O)CC)o1)OCC
    -7.5	6.3	2.9	-1.3	8.6	-6.2	5.1	-7.3
46: CCN1C(=O)C(=Cc2c(C)n(CC(=O)NCC3CCCO3)c3ccccc23)C(=O)N(CC)C1=S (configuration not stated)
    17.6	7.1	4.1	6.6	x	x	18.2	-0.6
47: Cc1ccccc1C1=NCC(=O)N(CC(=O)NCc2ccco2)c2sc3c(c21)CCCC3
    x	x	9.5	-2.1	-10.1	56.8	x	-1.4
48: COC(=O)C1=C(c2ccccc2)C[C@@H]2CC[C@H]1N2C(=O)NCc1ccccc1
    6.7	-12.5	-1.2	2.0	0.4	-8.2	-1.0	-5.3
49: Cc1c(C(=O)c2cccc3ccccc23)c2cccc3c2n1[C@H](CN1CCOCC1)CO3
    x	100.7*	19.0	-0.6	x	-13.6	23.8	5.5
50: O=C1/C(=C\c2ccccc2)C2OCC=C3CN4CCC56c7ccccc7N1C5C2C3CC46 (configuration not stated)
    -12.9	-1.2	11.8	-1.3	-6.3	137.5*	15.8	0.1
51: O=[N+]([O-])c1cc([As](=O)(O)c2ccc(O)c([N+](=O)[O-])c2)ccc1O
    2.7	1.5	-1.6	-1.3	x	-3.0	-2.6	-2.0
52: C=CCN1CC[C@]23c4c5ccc(O)c4O[C@H]2/C(=N/NC(=O)c2ccccc2)CC[C@@]3(O)[C@H]1C5
    x	3.4	6.6	0.6	x	8.9	-4.0	0.8
53: O=c1[nH]c(=O)n(CCc2ccccc2)c(O)c1C=NCCN1CCNCC1
    x	x	-4.3	-2.5	-7.9	-21.4	x	-5.6
54: c1ccc(CCNCc2cccnc2)cc1
    -0.7	2.6	-11.8	-1.9	x	13.9	0.7	-7.2
55: O=C(O)c1c[nH]c2ccc(S(=O)(=O)N(CCCl)CCCl)cc12
    x	x	-4.2	-1.2	x	4.3	x	-2.8
56: Oc1ccccc1-[n+]1c(-c2ccccc2)cc(-c2ccccc2)c(O)c1-c1ccccc1
    x	-11.1	-3.4	0.6	1.0	-4.8	x	-2.7
57: COc1ccc(Oc2c(C)oc3cc(OC(=O)N(C)C)ccc3c2=O)cc1
    -17.6	-9.2	-1.6	-0.4	10.7	8.2	-5.5	-0.6
58: OC(CN1CCOCC1)c1csc2ccccc12 (configuration not stated)
    -10.1	8.9	-10.6	x	x	x	1.2	x
59: COc1ccc(C2SCC(=O)Nc3c2c(=O)[nH]n3C2CCCCC2)cc1 (configuration not stated)
    x	x	-7.1	-2.8	-6.4	2.4	x	-3.0
60: C=Cn1ccnc1P(=S)(c1ccccc1)c1nccn1C=C
    -6.8	-2.1	-3.4	x	x	x	-13.0	x
61: COC(=O)[C@H]1[C@H](CO)[C@H]2Cn3c(ccc(-c4ccccc4F)c3=O)[C@@H]1N2CC1CCCC1
    -0.5	x	-0.9	-2.1	x	7.7	-0.5	-0.1

Down the list, from the results shown.
LGR2 inh, compounds 41 to 50: 2.8, -68.1, 0.9, 86.0*, 5.1, 18.2, x, -1.0, 23.8, 15.8

Assay outcomes as filed in PubChem BioAssay.
